NCI-60 one-dose screen, 48 h, at 10 µM unless noted. Numbers give growth in % (100 = growth as untreated, 0 = no growth, -100 = all killed).
UACC-257 = UACC-257 melanoma | hit rate 4.4% among 78,000
MDA-MB-435 = MDA-MB-435 melanoma | hit rate 7.8% among 82,000
M14 = M14 melanoma; hit rate 6.2% among 80,000; AID 1794745
SK-MEL-2 = SK-MEL-2 melanoma; hit rate 4.7% among 77,000
SK-MEL-5 = SK-MEL-5 melanoma; hit rate 6.4% among 80,000; AID 1794755
A549/ATCC = A549/ATCC NSCLC; hit rate 3.7% among 81,000
SK-MEL-28 = SK-MEL-28 melanoma; hit rate 4.1% among 81,000
UACC-62 = UACC-62 melanoma. hit rate 5.4% among 81,000. AID 1794756
Starred values were filed as active, the others as inactive; nt = not tested or not shown; & = joins results of further samples; ! = not confirmed by another sample; [ ] = dose if it differs, or a comment. Rule for the calls: active = growth percent below 10; inactive = the rest.

Sample of the layout, 5 compounds:
SMILES	UACC-257	MDA-MB-435	M14	SK-MEL-2	SK-MEL-5	A549/ATCC	SK-MEL-28	UACC-62
CCOC(=O)C(=Cc1c[nH]c2ccccc12)C(=O)OCC	100	101	98	nt	93	97	105	97
N#CC1=C(N)Oc2cc(N)ccc2C1c1cc2ccccc2n2nnnc12 (stereo not given)	93	91	104	82	94	92	93	79
CC(=O)Nc1ccccc1C(=O)O	97	113	102	104	100	103	107	100
N=C(N)Sc1n[nH]c(=O)[nH]c1=O	107	96	118	112	101	105	108	105
Nc1ccc(Nc2ccccc2)c(N)c1	113	124	122	107	91	97	135	96

This part in full, from the start:
SMILES	UACC-257	MDA-MB-435	M14	SK-MEL-2	SK-MEL-5	A549/ATCC	SK-MEL-28	UACC-62
CCOC(=O)C(=Cc1c[nH]c2ccccc12)C(=O)OCC	100	101	98	nt	93	97	105	97
N#CC1=C(N)Oc2cc(N)ccc2C1c1cc2ccccc2n2nnnc12 (stereo not given)	93	91	104	82	94	92	93	79
CC(=O)Nc1ccccc1C(=O)O	97	113	102	104	100	103	107	100
N=C(N)Sc1n[nH]c(=O)[nH]c1=O	107	96	118	112	101	105	108	105
Nc1ccc(Nc2ccccc2)c(N)c1	113	124	122	107	91	97	135	96
CC(=O)c1ccc(-n2c(=O)c3ccccc3c3ccccc3c2=O)cc1	117	108	114	93	97	105	114	109
Nc1ncc(-c2ccc(NS(=O)(=O)c3cc(F)c(F)c(F)c3)cc2)[nH]1	nt	99	95	nt	99	95	98	89
COc1ccc(C(=O)N/N=C/c2cc(OC)c(OC)cc2[N+](=O)[O-])cc1	101	103	100	98	95	101	106	93
COc1ccc(-c2nnc(COc3ccc(N=C4NC(=O)CS4)cc3)o2)cc1	97	88	95	90	nt	95	97	95
COc1ccc(/C=N/NC(=O)CN2CCN(c3cc4c(cc3F)c(=O)c(C(=O)O)cn4C3CC3)CC2)cc1O	90	107	101	94	90	100	109	98
COc1cc(C(=O)c2cc(C(C)=O)c3cc(C)ccn23)cc(OC)c1OC	105	87	108	88	95	96	106	81
Cc1nn(-c2ccccc2)cc1/C=C1\SC(=S)NC1=O	98	84	76	82	83	78	88	75
Cc1ccc(CSC2=C(Cl)CN(c3ccc(Cl)cc3)C2=O)cc1	107	103	107	104	100	104	104	95
COCCOc1ccc(-c2csc(NC(=O)CN3CCN(CCO)CC3)n2)cc1NS(=O)(=O)c1cccc2c(N(C)C)cccc12	nt	83	-72*	nt	87	92	31	81
COc1ccc(CNc2cc3cc(OC)c(OC)cc3c(C)n2)cc1CN1CCOCC1	89	92	88	100	89	93	94	89
CC1=C(C)C(=O)C(N2CCC(C(N)=O)CC2)=CC1=O	93	109	96	99	97	111	104	96
COc1ccc(N2C(=O)c3ccc4c(ccn4S(=O)(=O)c4ccc(C)cc4)c3C2=O)cc1	100	97	86	85	91	81	106	87
COc1ccc(C(=O)O)c(OC)c1	95	94	108	103	125	100	119	102
COc1ccc(/C=C/C(=O)c2ccc(NC(=O)/C(=C\c3ccc(OC)cc3)Sc3nc4ccccc4c(=O)n3-c3ccccc3)cc2)cc1	100	99	101	104	96	92	106	93
C1COC(C2OCCO2)C1 (stereo not given)	85	95	103	nt	103	97	104	99

As entered above:
CCOC(=O)C(=Cc1c[nH]c2ccccc12)C(=O)OCC in UACC-62 is entered as 97
COc1ccc(C(=O)N/N=C/c2cc(OC)c(OC)cc2[N+](=O)[O-])cc1 in UACC-257 is entered as 101
Nc1ccc(Nc2ccccc2)c(N)c1 in UACC-62 is entered as 96

(further entries)
SMILES	UACC-257	MDA-MB-435	M14	SK-MEL-2	SK-MEL-5	A549/ATCC	SK-MEL-28	UACC-62
O=[N+]([O-])c1ccc(N/N=C\c2ccccc2S(=O)(=O)O)nc1	89	102	104	108	115	97	111	102
O=C1CCC(=O)N1c1ccc(Cl)cc1	102	110	102	112	102	100	108	104
N[C@@H](CCC1=NCCN1)C(=O)O	106[20 µM]	107[20 µM]	96[20 µM]	117[20 µM]	100[20 µM]	112[20 µM]	111[20 µM]	91[20 µM]
CC[n+]1c(/C=C/c2ccc(N3CCCC3)cc2)cccc1/C=C/c1ccc(N2CCCC2)cc1	-93*	-71*	-65*	-90*	-88*	nt	-94*	-86*
COC(=O)C1=NC(=S)N=C(C(=O)OC)C12Cc1ccccc1C2=O	124	109	96	104	99	122	111	88
O=c1[nH]cnc2c1C(c1ccc(O)cc1)c1sc3c(F)cccc3c1O2 (stereo not given)	116	104	101	113	93	100	107	86
COc1ccc(-c2cc(-c3cc(OC)ccc3OC)nc(SC)c2C#N)cc1	70	79	89	nt	100	80	90	93
O=S(=O)(NCCNc1nccc(-c2c(-c3cccc(F)c3)nc3sccn23)n1)c1cccc2ccccc12	107	88	107	104	88	88	123	92
O=C(NCc1cccc(C(F)(F)F)c1)C1CSC2c3ccccc3C(=O)N12 (stereo not given)	89	107	98	94	111	94	109	90
O=S(=O)(Nc1nnc(-c2cc(O)c(O)c(O)c2)s1)c1ccccc1	99	110	99	nt	98	98	101	103
COc1ccc(-c2ccnc3c(C#N)c(SC)nn23)cc1	97	15	79	82	95	90	91	78
O=C1c2cccc3c(-c4ccc5ncn(C6CCCCC6)c5c4)ccc(c23)C(=O)N1CCN1CCOCC1	50	85	88	101	56	39	98	65
CC(=O)NNC(=O)c1cccc(C(=O)O)c1	76	112	106	106	103	90	111	87
N#Cc1c[nH]n2ccnc12	98	114	95	105	115	87	107	106
CCN(CC)Cc1cc(Nc2c3ccc(Cl)cc3nc3c(C)cccc23)ccc1O	-85*	-90*	-89*	-73*	-97*	-15*	-66*	-79*
O=c1c2ccccc2nc(-c2ccccc2)n1Cc1nc2ccccc2s1	107	105	101	96	93	101	109	85
COC(=O)CC(C)CC(=O)O (stereo not given)	72	98	103	99	105	87	106	103
O=C(O)c1cn(C2CC2)c2cc(N3CCN(C(=O)CN4C(=O)S/C(=C\c5ccc([N+](=O)[O-])cc5)C4=O)CC3)c(F)cc2c1=O	109	99	110	105	103	95	100	99
CCN(CC)c1ccc(/C=C/C2=[N+](C)c3ccccc3C2(C)C)cc1	nt	-1.9*	22	-1.5*	-71*	14	43	16
Cc1cc(NC(=O)c2ccc(-c3ccccc3)cc2)no1	39	58	64	76	23	46	80	58
COc1ccc(OC)c(/C=C/C(=O)C2=NN(c3ccc(Cl)cc3)[C@H](c3cc(OC)ccc3OC)CC2=O)c1	108	116	106	98	97	105	117	99
O=[N+]([O-])c1cccc(-c2nc3sccn3c2-c2ccnc(NCCNS(=O)(=O)c3cccc(F)c3)n2)c1	106	92	109	100	81	87	111	69
NC(=O)N1CCCCC1	87	98	108	107	102	93	112	106
N#Cc1cccc(-c2nc(N)n(-c3nc4ccccc4s3)n2)c1	94	102	107	106	102	95	102	98
COC(=O)c1nc(-c2ccccc2)oc1S(=O)(=O)N1CCN(c2ccccc2)CC1	89	89	70	101	88	95	103	88
COc1cc(C=C2C(=O)NC(=S)NC2=O)cc(CN2CCN(C)CC2)c1O	107	106	107	128	110	108	111	100
COc1ccc(C2OCC(C)(C)CO2)cc1	108	107	97	104	107	103	109	94
O=C1C(Cl)=C(Nc2cccc3cc4ccccc4nc23)C(=O)c2ccccc21	46	59	56	44	69	30	102	70
O=C(N1CCNCC1)N(c1ccccc1)c1ccccc1	110	108	97	107	110	105	103	94
c1ccc(CN(CCN2CCOCC2)Cc2ccccc2)cc1	93	102	104	111	105	102	114	99
O=C(c1ccccc1)C1Oc2ccccc2C1O (stereo not given)	104	100	109	99	99	99	104	91
COc1cc(O)c2c(=O)c3c(CC=C(C)C)cc(OC)c(O)c3oc2c1	63	-3.8*	16	29	53	36	63	17
C=C(C)[C@H]1CC2=C(C(=O)OC)C=C(O2)[C@@H]2C[C@@]2(C)[C@H]2C=C(C(=O)O2)[C@H](O)C1	96	98	96	114	104	101	100	87
Nc1c(C(=O)Nc2ccccc2Cl)sc2nc3c(cc12)CCCC3	106	96	106	97	99	104	96	90
CC(=O)OC[C@H]1O[C@@H](n2c(=O)cc(N)[nH]c2=O)C(OC(C)=O)[C@@H]1OC(C)=O (stereo not given in full)	98	101	91	105	100	98	110	95
Fc1ccc(-c2csc(Nc3cccc(Nc4nc(-c5ccc(F)cc5)cs4)c3)n2)cc1	75	63	67	35	61	63	76	57
COc1ccc(-c2csc(NC(=O)CO[N+](=O)[O-])n2)cc1	63	106	102	82	30	85	105	101
Cc1cccc(Nc2nc(N)nc(N)c2N=O)c1C	106	105	104	102	101	105	99	92
CSc1nc(NC(=O)CN2CCN(c3cc4c(cc3F)c(=O)c(C(=O)O)cn4C3CC3)CC2)cc(=O)[nH]1	98	87	85	96	74	102	72	75
COc1cccc(N2CCN(C3=C(Cl)C(=O)c4ncccc4C3=O)CC2)c1	70	3.4*	82	98	97	97	105	84

2 records picked at random from those above, as already listed:
SMILES	UACC-257	MDA-MB-435	M14	SK-MEL-2	SK-MEL-5	A549/ATCC	SK-MEL-28	UACC-62
CC(=O)Nc1ccccc1C(=O)O	97	113	102	104	100	103	107	100
CCN(CC)c1ccc(/C=C/C2=[N+](C)c3ccccc3C2(C)C)cc1	nt	-1.9*	22	-1.5*	-71*	14	43	16

Next entries
SMILES	UACC-257	MDA-MB-435	M14	SK-MEL-2	SK-MEL-5	A549/ATCC	SK-MEL-28	UACC-62
Cc1cc(-c2ccccc2)nc(=O)[nH]1	93	108	108	98	94	97	105	100
OCCN1CCN(CC/C=C2\c3ccccc3Sc3ccc(Cl)cc32)CC1	-94*	-44*	-88*	-11*!	-92*	38&60	-78*	-69*
O=C(CCN1CCCCC1)c1cccs1	103	105	99	118	105	101	109	99
OC(COc1ccccc1)CN1CCN(c2ccccc2Cl)CC1 (stereo not given)	97	111	105	104	116	102	103	100
Cc1ccc(S(=O)(=O)N/N=C2/CCc3ccccc32)cc1	94	107	101	100	97	97	105	87
CCCSc1ccc(Nc2ncnc(N)n2)cc1	81	107	98	102	99	74	111	91
NC(=S)N/N=C/c1cccnc1	98	104	133	106	100	96	110	103
C=C(C)[C@@H]1CC[C@]2(C(=O)O)CC[C@]3(C)[C@H](CC[C@@H]4[C@@]5(C)CC[C@H](OC(=O)C(Cl)Cl)C(C)(C)[C@@H]5CC[C@]43C)[C@@H]12	59	85	79	75	22	40	89	55
CN(CC(=O)N(Cc1ccc(C2CCCCC2)cc1)c1ccc(C(=O)O)cc1)S(=O)(=O)c1c(F)c(F)c(F)c(F)c1F	32	68	20	-32*	87	100	-52*	-7.3*
c1ccc(CNCc2ccc(CNCc3ccccc3)cc2)cc1	103	107	98	99	87	100	103	103
O=c1c2ccccc2ccc2ccccc12	100	108	112	101	nt	100	107	101
CN(C)c1ccc(C(C#N)(c2ccccc2)c2ccc(N(C)C)cc2)cc1	85	84	55	85	82	50	60	71
Cc1nc(N)nc2c1CCC(O)S2 (stereo not given)	97	47	100	102	91	99	101	90
C=C(C)C1CCC2(C)OC2C1 (stereo not given)	132	98	108	111	109	127	127	103
CCCCOc1ccc(N)cn1	nt	106	100	107	103	nt	105	105

Five compounds from above, limited to SK-MEL-5, MDA-MB-435 and A549/ATCC:
smiles | SK-MEL-5 | MDA-MB-435 | A549/ATCC
OCCN1CCN(CC/C=C2\c3ccccc3Sc3ccc(Cl)cc32)CC1 | -92* | -44* | 38&60
O=C(CCN1CCCCC1)c1cccs1 | 105 | 105 | 101
OC(COc1ccccc1)CN1CCN(c2ccccc2Cl)CC1 (stereo not given) | 116 | 111 | 102
Cc1ccc(S(=O)(=O)N/N=C2/CCc3ccccc32)cc1 | 97 | 107 | 97
CCCSc1ccc(Nc2ncnc(N)n2)cc1 | 99 | 107 | 74
